VEEV TC-83 Vero: inhibitors of VEEV TC-83 cytopathic effect, confirmation, Vero cells (AID 588727); 0.13% of 350,000 active; Vero cells, VEEV TC-83 cytopathic effect inhibition; higher % means a stronger effect; inhibition, % at 20 µM, or IC50 in µM where a hit was titrated; in the data active = a potency from the dose series; inconclusive = inhibition mostly from about 14% at the one dose, without a potency; inactive = the rest, 99 in 100 with inhibition below about 12%; note: strong numbers were not always called active
M. tuberculosis HTS: M. tuberculosis growth inhibition, HTS (AID 449762); M. tuberculosis H37Rv growth inhibition, 7H9 media; higher % means a stronger effect; inhibition, % at 25 µM, or IC50 in µM where a hit was titrated; 0.59% of 330,000 active; in the data active = a potency from the dose series; inconclusive = inhibition above about 70% without an active follow-up result;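 note: bacterial growth assessed after seven days of incubation; strong numbers were not always called active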
PhoP GFP inhibition: PhoP regulon inhibitors, Salmonella typhi PhoP promoter GFP reporter, confirmatory (AID 1850); inhibition, % at 50 µM; hits with a dose series show IC50 in µM; 0.33% of 310,000 active; Salmonella Typhi PhoP-promoter GFP reporter, fluorescence, 4 h; higher % means a stronger effect; in the data active = a potency from the dose series; inconclusive = inhibition mostly from about 25% at the one dose, without a potency; inactive = the rest, 99 in 100 with inhibition below about 19%;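 note: 0% = induced wells with vehicle and 100% = uninduced wells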
influenza NS1A: H1N1 influenza NS1A inhibitors, functional cell based assay (AID 504329). 0.3% of 340,000 active. inhibition, % at 12.5 µM, or IC50 in µM where a hit was titrated. NS1A functional cell-based assay, percent inhibition; higher % means a stronger effect; in the data active = a potency from the dose series; inconclusive = inhibition above about 27% without an active follow-up result; note: strong numbers were not always called active
tuberculosis growth: growth inhibition of non-replicating M. tuberculosis (AID 488890) | 0.39% of 320,000 active | Mycobacterium tuberculosis non-replicating, growth inhibition; higher % means a stronger effect | inhibition, % at 25 µM; hits with a dose series show IC50 in µM; in the data active = a potency from the dose series; inconclusive = inhibition mostly from about 82% at the one dose, without a potency; inactive = the rest, 99 in 100 with inhibition below about 76%;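 note: plate controls were DMSO cells for no effect and high antibiotic wells for full effect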
VEEV TC-83 Vero 10K pilot screen: recorded beside VEEV TC-83 Vero, whose call it bears; inhibition, %; measured here: 10K pilot screen inhibition
* = called active by the depositor; i = inactive; ? = inconclusive; . = not tested or not shown.

SMILES	VEEV TC-83 Vero	M. tuberculosis HTS	PhoP GFP inhibition	influenza NS1A	tuberculosis growth	others
CCC(CC)C(=O)c1c[nH]c(C(=O)NCc2ccco2)c1	5.9%	-13%	5%	-6%	5%
CC1Cc2cc(-c3csc(NC(=O)Cc4cccs4)n3)ccc2N1S(C)(=O)=O (centres undefined)	i	11µM*	4%	-1%	24%
O=C(Nc1nccs1)C(c1ccccc1)N1CCCCC1 (centres undefined)	1.2%	-5%	8%	3%	26%
COCCCn1c(SCC(=O)n2c(C)c(C)c3ccccc32)nnc1-c1ccoc1C	5.0%	8%	17%	0%	3%
CC(CC(=O)O)CC(=O)Nc1ccccc1C(=O)O (centres undefined)	i	-3%	-11%	-5%	9%
c1ccc(Nc2cc(Nc3ccccc3)[nH]n2)cc1	i	5%	4%	3%	20%
CC(C)N(CCNC(=O)C1CCN(S(=O)(=O)N2CCOCC2)CC1)Cc1ccccc1	0.2%	1%	14%	-1%	-15%
COc1cc2oc3ccc(C#Cc4ccc(N)cc4)cc3c(=O)c2cc1OC	0.3%	62%	13%	7%	19%
Cc1ccc(S(=O)(=O)N2CCCC2CNC(=O)C(=O)Nc2ccc(F)cc2)cc1 (centres undefined)	4.6%	6%	-1%	1%	20%
CCOC(=O)C(C)(C)N(Cc1ccc(Cl)cc1)S(=O)(=O)c1ccc(Cl)c([N+](=O)[O-])c1	.	8%	-10%	.	?
O=C(NCCCn1ccnc1)C(=O)NCC(c1ccco1)N1CCN(c2ccc(F)cc2)CC1 (centres undefined)	i	-9%	-14%	-16%	-5%
CCOc1ccc(S(=O)(=O)N2CCC(C(=O)N3CCc4ccccc4C3)CC2)cc1	6.6%	-5%	0%	-11%	25%
Cc1c(C(=O)N2CCN(c3ccccc3)CC2)sc2ncnc(N3CCC(C)CC3)c12	.	-12%	6%	.	11%
O=C(Nc1ccccc1N1CCOCC1)c1ccc(Cl)nc1	0.7%	-3%	4%	-11%	40%
Fc1ccccc1COc1ccccc1CNCc1ccncc1	0.1%	-4%	-15%	-10%	20%
CS(=O)(=O)Nc1ccc(-c2n[nH]c(=S)n2-c2ccccc2)cc1	0.3%	-3%	-3%	-5%	-15%
CCC1CN(C(=O)N2CCC(C(=O)NCCc3ccccc3)CC2)c2ccccc2O1 (centres undefined)	2.7%	-3%	-5%	0%	3%
CC(=O)c1ccc(NC(=O)COc2ccccc2C(=O)Nc2ccccc2)cc1	6.0%	-3%	-9%	-8%	25%
CN(CC(=O)Nc1cc(S(=O)(=O)N2CCCCCC2)ccc1Cl)Cc1ccc2c(c1)OCO2	4.7%	6%	.	-5%	36%
COc1ccc(NC(=O)c2ccc(COc3ccccc3)o2)cc1	5.9%	44%	-1%	0%	75%
Cc1cccc(NC(=S)NNC(=O)c2nn(C)cc2Cl)c1	i	-10%	4%	0%	.	VEEV TC-83 Vero 10K pilot screen=0.9
CCOc1ccc(CCNC(=O)Cn2ccc3cc(S(=O)(=O)N4CCCC4)ccc32)cc1	i	10%	-13%	3%	35%
O=C(Nc1sc2c(c1C(=O)O)CCC2)c1cccs1	2.4%	-2%	-3%	-10%	15%
CC(C)C1Nc2ccc(C(=O)O)cc2C2C=CCC21 (centres undefined)	1.0%	0%	-14%	-4%	2%
CS(=O)(=O)Nc1cccc(C2=NN(S(C)(=O)=O)C(c3ccccc3)C2)c1 (centres undefined)	0.5%	-4%	4%	-3%	15%
CCCCN(C(=O)CC1CCCCC1)c1c(N)n(CC(C)C)c(=O)[nH]c1=O	0.4%	-7%	.	-23%	-7%
Cc1ccc(S(=O)(=O)NC(C)C(=O)Nc2ccc(C(N)=O)cc2)cc1 (centres undefined)	i	-12%	1%	7%	-6%
CC12CCC(=O)N1C(C(=O)OCC(=O)Nc1cc(S(=O)(=O)N3CCCCC3)ccc1Cl)CS2 (centres undefined)	1.2%	-3%	-1%	-13%	-2%
COc1ccccc1OCCOc1ccc(C(=O)c2ccccc2)cc1	4.3%	-4%	7%	-15%	63%
O=c1oc2ccccc2c2c1ncn2-c1ccccc1	2.5%	?	1%	2%	?	VEEV TC-83 Vero 10K pilot screen=0.2
CC(=O)/C=C\c1ccc(OC(=O)c2cccnc2)cc1	1.0%	3%	3%	-18%	?
Cc1ccccc1-n1c(C)cc(/C=C2/C(=N)N3C(c4ccccc4)=CSC3=NC2=O)c1C	4.0%	6%	-9%	11%	-14%
Oc1c(C(c2ccccc2)N2CCCCC2)sc2ncnn12 (centres undefined)	2.2%	0%	0%	-9%	9%
CC(=O)Nc1nc2ccc(NC(=O)c3ccco3)cc2s1	1.5%	49%	-18%	-6%	19%
COc1cc2c(cc1NC(=O)COC(=O)[C@@H](NS(=O)(=O)c1cccc(Cl)c1)C(C)C)oc1ccccc12	7.4%	3%	-1%	-2%	-5%
CCOCCCNC(=O)C1CCN(S(=O)(=O)c2ccc3nc4c(c(C(=O)O)c3c2)CCCCC4)CC1	1.0%	-8%	2%	6%	-10%
COCCNC(=O)/C(C#N)=C/c1ccc(-c2ccc(OC)cc2[N+](=O)[O-])o1	0.5%	3%	-5%	-3%	-1%
CC(=O)Nc1cc(C)ns1	0.0%	.	.	5%	.
CN(C)S(=O)(=O)c1cccc(C(=O)OCC(=O)NC2CCCc3ccccc32)c1 (centres undefined)	1.0%	-10%	-10%	-6%	-5%
COc1cc(C(=S)N2CCOCC2)cc(OC)c1OC(=O)c1ccc(C)cc1	1.1%	8%	0%	9%	-2%
CCCCCOC(=O)Nc1ccc(S(=O)(=O)Nn2cnnc2)cc1	1.6%	-3%	13%	3%	-2%
O=C(C[C@H]1C/C=C\CC[C@H](Cc2ccc(F)cc2)C(=O)OC[C@H]2CCCN2C1=O)N[C@H](CO)Cc1ccccc1	6.0%	1%	.	-6%	37%
COc1cc(OC)c(C2=NOC(C(=O)NCc3cccs3)C2)cc1Cl (centres undefined)	7.7%	4%	-3%	9%	-2%
O=C1C2ON(c3ccccc3)C(c3cccnc3)C2C(=O)N1c1ccc(Cl)c(Cl)c1 (centres undefined)	1.4%	0%	-6%	3%	-7%
CC(Sc1c[nH]c2ccccc12)C(=O)O (centres undefined)	1.0%	-8%	4%	0%	3%
Cc1cc(C)nc(-n2nc(C)c3c(C(=O)O)cc(-c4cccc(Br)c4)nc32)n1	i	0%	11%	-1%	-3%
COc1ccc(Br)cc1CN(C)C(=O)Cc1ccc(S(=O)(=O)N2CCOCC2)s1	7.6%	-2%	7%	-5%	-12%
COc1ccc(CN(C(=O)CN2C(=O)COc3ccccc32)C2CCCC2)c(OC)c1	2.6%	-3%	1%	-1%	-4%
Cc1c(C)[n+](=O)c(-c2ccc(F)cc2)c(C)n1[O-]	1.8%	7%	7%	0%	-15%
Cc1ccc(-c2nnn(CC(=O)N(CCN3CCOCC3)C(C(=O)NC3CCCC3)c3ccncc3)n2)o1 (centres undefined)	i	-8%	10%	-2%	-5%

Carrying on:
SMILES	VEEV TC-83 Vero	M. tuberculosis HTS	PhoP GFP inhibition	influenza NS1A	tuberculosis growth	others
OC(COc1ccc2cc(Br)ccc2c1)CN1CCN(c2ccccn2)CC1 (centres undefined)	i	?	2%	4%	60%
Cc1n[nH]c(=O)c2c(NC(=O)CSc3nnnn3-c3ccccc3)oc(C)c12	4.1%	-1%	-7%	6%	-4%
COc1ccccc1NC(=O)Cn1nnc(-c2ccccc2NC(=O)c2cccs2)n1	i	3%	-7%	-13%	4%
Cc1ccnc(N2C(=O)c3ccccc3C2=O)c1	3.3%	-6%	-1%	-1%	-9%
O=C(CN1CCN(c2ccc(O)cc2)CC1)NCC(=O)Nc1ccc(F)c(F)c1F	6.1%	8%	.	0%	63%
CCN(CC)CCCN1C(=O)C(O)=C(C(=O)c2cc3cccc(OC)c3o2)C1c1ccncc1 (centres undefined)	i	0%	3%	4%	3%
O=C(Nc1ccncc1)c1cccc(S(=O)(=O)N2CCOCC2)c1	2.1%	-1%	5%	-11%	5%
N#C/C(=C\c1ccccc1)C(=O)NC(=O)Oc1ccccc1	1.6%	-8%	-5%	-5%	-14%
Cc1ccc(C(=O)O)cc1S(=O)(=O)N1CCOCC1	4.4%	-16%	-9%	23%	-12%
Cc1cc(OCCCC(=O)Nc2cccc(-n3cnnn3)c2)ccc1Cl	2.7%	-2%	10%	4%	28%
COc1ccccc1NC(=O)CCC(=O)c1ccc(-c2ccccc2)cc1	1.4%	-6%	-19%	-10%	9%
COC(=O)Cc1c(C)c2ccc(OC(C)C)cc2oc1=O	0.8%	-1%	14%	-9%	-4%
CCCOC(=O)Nc1sc2c(c1C(N)=O)CCCC2	0.2%	1%	3%	-5%	-4%
COC(=O)CN1C(c2ccc(OC)cc2)=Nc2ccc(Cl)cc2C1c1ccccc1 (centres undefined)	0.6%	?	2%	-2%	?
CCOc1cccc(C(=O)Nc2ccc3oc(Cc4ccc(Cl)cc4)nc3c2)c1	8.7%	?	7%	12%	77%
COC(C(=O)Nc1ccc(NC(=O)C(OC)c2ccccc2)cc1)c1ccccc1 (centres undefined)	0.1%	-2%	-2%	-1%	7%
CC1CCCCN1C(=O)COc1ccc2ccc(=O)oc2c1 (centres undefined)	i	-1%	0%	0%	2%
O=C(CCNS(=O)(=O)c1cccs1)N1CCN(c2cccc(C(F)(F)F)c2)CC1	2.5%	5%	.	-10%	28%
CCC12CN(C(=O)c3ccco3)CC(CC)(CN(C(=O)c3ccco3)C1)C2=O	i	3%	-6%	12%	-12%
Cc1nn(Cc2c(F)cccc2Cl)c(C)c1NC(=O)C1CC1	0.4%	3%	-3%	4%	50%
COc1cc([N+](=O)[O-])cc(/C=N/NC(=O)c2cc(-c3ccccc3)nc3ccccc23)c1O	5.2%	7%	-2%	6%	60%
CCn1cc(/C=C(\NC(=O)c2ccccc2OC)C(=O)NCCCN2CCOCC2)c2ccccc21	2.9%	0%	-2%	-2%	5%
O=C1CCN(CCCc2ccccc2)CCN1[C@H](CO)c1ccccc1	0.8%	3%	-8%	4%	-4%	VEEV TC-83 Vero 10K pilot screen=1.5
C/C(=N\Nc1ccc(F)cc1F)c1ccc(N2CCOCC2)cc1	0.7%	?	0%	-2%	64%
CC(C)(C)n1nc2c(c1NC(=O)Cc1ccc(F)cc1)CSC2	0.1%	4%	4%	6%	.
CS(=O)(=O)Cc1ccc(C(=O)Nc2cccc(-c3nc4ccccc4[nH]3)c2)cc1	5.8%	1%	1%	5%	0%
O=C(CCCCCn1c(=O)[nH]c2ccsc2c1=O)NCc1cccs1	5.3%	2%	6%	-5%	1%
Cc1ccc(C(=O)COC(=O)c2ccc(Cl)c(N)c2)s1	2.4%	-3%	.	-5%	70%
Clc1ccc(C2=NNC(=NCc3ccccc3)SC2)cc1	4.1%	8%	4%	5%	78%
Cc1c(C(=O)NCc2cccs2)oc2ccccc12	1.9%	6%	1%	-3%	43%

Five entries out of the list, arranged by molecular weight, rising:
SMILES	VEEV TC-83 Vero	M. tuberculosis HTS	PhoP GFP inhibition	influenza NS1A	tuberculosis growth	others
Cc1c(C(=O)NCc2cccs2)oc2ccccc12	1.9%	6%	1%	-3%	43%
Clc1ccc(C2=NNC(=NCc3ccccc3)SC2)cc1	4.1%	8%	4%	5%	78%
C/C(=N\Nc1ccc(F)cc1F)c1ccc(N2CCOCC2)cc1	0.7%	?	0%	-2%	64%
O=C(CCCCCn1c(=O)[nH]c2ccsc2c1=O)NCc1cccs1	5.3%	2%	6%	-5%	1%
CS(=O)(=O)Cc1ccc(C(=O)Nc2cccc(-c3nc4ccccc4[nH]3)c2)cc1	5.8%	1%	1%	5%	0%

(next part)
SMILES	VEEV TC-83 Vero	M. tuberculosis HTS	PhoP GFP inhibition	influenza NS1A	tuberculosis growth	others
CCN(CC)C(=O)Nc1ccccc1C	1.1%	-5%	3%	-12%	0%
COc1cccc(N2CC(=O)N(c3cccc(OC)c3)CC2=O)c1	i	-1%	-7%	-4%	1%
CCOc1ccccc1COC(=O)c1cccc(-n2cnnn2)c1	3.5%	2%	-5%	-4%	10%
O=C(COc1ccccc1)NCC(c1cccs1)N1CCOCC1 (centres undefined)	0.5%	-1%	1%	0%	17%
COc1ccc(NC(=O)C23CC4CC(C2)CC(c2ccccc2)(C4)C3)c(OC)c1	0.1%	9%	-8%	9%	-4%
CCOCc1c(C(=O)N2CCN(Cc3ccc(Br)s3)CC2)oc2ccccc12	0.1%	-4%	.	-4%	25%
CC1CCc2c(ccc3ccccc23)C1=O (centres undefined)	1.2%	.	.	-4%	.

High-throughput results deposited in PubChem by Southern Research Specialized Biocontainment Screening Center.

Compounds were not picked by outcome. About 1.5% of those tested had a hit in this group.
